IkB sig inh = inhibitors of IkB signaling in ABC-DLBCL cells | ABC-DLBCL IkBa-CBG/CBR dual luciferase ratio, 4 h; response scale: scaled: untreated 0%, proteasome inhibitor 100% | AID 445 | 0.04% of 110,000 active | Potency, µM (doses to about 57.1 µM), for inactives: at the highest dose IkBa stabilization activation; active means well fitted curve in the direction sought with a large enough effect in the signal ratio, not every such curve was filed as active; inconclusive means small, poorly fitted or top-dose-only effect, or a change in a side signal; the % refers to the signal ratio;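 further: the direction sought is a rising ratio; 0% = basal untreated cells and 100% = reference inhibitor full response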
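Luminescence ratio of IκBα-fused green versus native red beetle luciferase in OCI-Ly3 cells, 4 h post-doxycycline with compound; red signal alone, scaled from basal (0%) to zero light (-100%), flagged nonspecific or cytotoxic effects.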
p53ts 32C tox = p53ts cell cytotoxicity, permissive temperature | H1299-p53A138V at 32C, ATP luminescence viability, 24 h | Potency, µM (top dose mostly 46.1 µM), for the others: at the top dose activity change, negative = cytotoxicity, hits mostly cytotoxic | 0.93% of 130,000 active;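 further: 0% = DMSO and -100% = full killing by reference compound; nearly all actives have a fitted effect of over 55% in size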
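H1299-p53 A138V cells (temperature-sensitive p53) exposed 24 h to up to 46 uM compound at 32C, where p53 is wild-type in conformation. Viability read as ATP luminescence and normalised to DMSO and 100 uM tamoxifen. AC50 fitted with the Hill equation.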
Imprint erasure = induces erasure of genomic imprints in mouse ES cells | mouse ES Peg3-LacZ reporter, beta-gal luminescence, 40 h | Potency, µM (top dose mostly 60.7 µM), for inactives: top-dose activity change, positive = activation, hits mostly activators | 0.02% of 110,000 active | AID 1948;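 further: 0% = negative control wells on the plate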
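Readout: BetaGlo luminescence (5 min, room temp) for LacZ from the normally silent maternal Peg3 allele in female Peg3LacZ-Neo ES cells. Cells 300/well, 40 h, 37C, 5% CO2. Data normalized per plate to negative controls.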
p53ts 39C kill = p53ts cell cytotoxicity, nonpermissive temperature. H1299-p53A138V viability at 39C, ATP luminescence, 24 h. Potency, µM (series often up to 46.1 µM), inactives show at the highest dose activity change, negative = cell killing, hits mostly cytotoxic. 1.5% of 130,000 active; further: nearly all actives have a fitted effect of over 55% in size
Starred values were filed as active, the others as inactive; ? = inconclusive; · = no result given; ! = repeats disagree; [ ] = another dose, or the depositor's remark. Unless noted, the call rests on the fitted dose curve; in most records, active means well fitted curve in the direction sought with a large enough effect; inconclusive means small, poorly fitted or top-dose-only effect, or another doubt; inactive means no such curve, though single readings can be large; an effect the other way counts as inactive or inconclusive. Unless noted, on the % scale 0 is the no-effect control and ±100 the full control effect; potency means the concentration at half of the fitted maximal effect.

#1 Cc1ccc2c(C)c(C(=O)Nc3c(C)n(C)n(-c4ccccc4)c3=O)oc2c1
#2 Cc1ccc(N2CC(NC(=O)c3cccs3)CC2=O)cc1C (stereo not drawn)
#3 COc1cc2c(cc1OC)n(Cc1cccc(C(F)(F)F)c1)c(=O)n1nc(-c3ccccc3)nc21
#4 CCC(=O)N1c2ccccc2-c2nnc(SC)nc2OC1c1ccc(OC)c(OC)c1 (stereo not drawn)
#5 COc1ccc2oc(=O)cc(CN3CCN(C(=O)c4ccccc4Br)CC3)c2c1
#6 O=C(NCCc1ccccc1Cl)c1ccc2c(c1)nc1n2CCOC1
#7 CC(=O)OC1=C(C#N)Cn2ccc3cccc1c32
#8 CCOC(=O)N1CCN(C(=O)c2ccc(N(C)S(C)(=O)=O)cc2)CC1
entry no.	1	2	3	4	5	6	7	8
IkB sig inh	3.2%	0.4%	6.8%	-2.6%	?	-2.2%	-0.3%	-1.9%
p53ts 32C tox	-6.3%	0.2%	-1.1%	-0.9%	-0.2%	15.8µM*	12.3%	-1.0%
Imprint erasure	6.3%	-14.6%[10.9 µM]	18.1%[10.9 µM]	-12.2%	-9.6%[10.9 µM]	-19.1%[10.9 µM]	-16.1%	-9.1%
p53ts 39C kill	-8.5%	-22.3%	17.2%	-2.2%	-28.5%	3.98µM*	5.2%	0.4%

#9 CCc1nnc2n1N=C(c1ccc(-c3cc(Cl)ccc3Cl)o1)CS2
#10 Cc1ccc(-c2c(C(=O)NCCc3ccc(Cl)cc3)oc(=O)c3ccccc23)cc1
#11 c1ccc2sc(Cc3nnc4n3CCCCC4)nc2c1
#12 O=C(Nc1ccccc1C(=O)OCc1cc(=O)n2c3c(sc2n1)CCCC3)c1cccc(Cl)c1
#13 Cc1ccc(NC(=O)Cn2c(=O)oc3cc(S(=O)(=O)N4CCC(C)CC4)ccc32)cc1Cl
#14 CN(Cc1cccs1)CC(O)COCc1ccco1 (stereo not drawn)
#15 CCCNS(=O)(=O)c1ccc(OCC(=O)NCc2ccc3c(c2)OCO3)cc1
#16 Fc1cccc(Cl)c1CSc1ncn[nH]1
entry no.	9	10	11	12	13	14	15	16
IkB sig inh	?	?	0.1%	?	-0.5%	0.7%	-2.0%	0.4%
p53ts 32C tox	1.1%	12.5%	2.0%	-5.9%	0.1%	1.7%	6.5%	-0.5%
Imprint erasure	-1.4%	14.4%[10.9 µM]	-7.3%	-11.1%[10.9 µM]	-13.5%[10.9 µM]	-13.2%	·	-9.4%
p53ts 39C kill	-15.6%	6.4%	-4.9%	10.9%	?	-7.8%	6.6%	10.9%

#17 Cc1nc2c(c(C)c1CCC(=O)Nc1cccc(C(F)(F)F)c1)c(=O)n(C)c(=O)n2C
#18 CCCN(C(=O)c1cc2c(s1)-c1c(C)cccc1OC2)c1ccc(OCC)cc1
#19 CCC(CC)C(=O)Nc1ccccc1SCc1cc(=O)c2cccc(C)c2[nH]1
#20 COc1cccc(NC(=O)C2CCCN(S(=O)(=O)c3c(C)[nH]c(=O)[nH]c3=O)C2)c1 (stereo not drawn)
#21 CCN(C(=O)CCS(=O)(=O)c1cccc2nsnc12)c1cccc(C)c1
#22 Cc1cc(-n2c(C)cc(C(=O)CN3C(=O)NC4(CCCCCC4)C3=O)c2C)no1
#23 Cc1sc(NC(=O)CSc2nnc3scc(-c4ccccc4)n23)c(C#N)c1C
#24 c1ccc2c(CSCc3cccc4ccccc34)cccc2c1
entry no.	17	18	19	20	21	22	23	24
IkB sig inh	?	?	-0.7%	1.9%	-2.0%	?	-0.4%	-0.8%[11.4 µM]
p53ts 32C tox	-10.3%	-4.6%	9.0%	8.0%	7.5%	3.4%	0.3%	2.2%[9.22 µM]
Imprint erasure	-11.1%[10.9 µM]	-4.5%[10.9 µM]	6.7%[10.9 µM]	2.5%[10.9 µM]	-12.3%[10.9 µM]	8.2%	·	-14.2%[10.9 µM]
p53ts 39C kill	1.5%	-18.4%	-0.6%	10.8%	2.2%	3.2%	10.5%	-0.5%[9.22 µM]

#25 COc1ccc(-n2c(=O)[nH]cc(C(=O)N3CCCc4ccccc43)c2=O)cc1
#26 COc1ccc(OC[C@@H](CO)OC)cc1
#27 Cc1ccc(SC(C)C(=O)NCC(C)C)cc1 (stereo not drawn)
#28 COc1ccc(OCC(=O)Nc2ccc(S(=O)(=O)N3CCOCC3)cc2)cc1
#29 Cc1cccc(CNc2ccnc(-c3ccc(N(C)C)cc3)n2)c1
#30 COC(=O)N1CCC2(CC1)CN(c1ccccn1)C2
#31 Cc1noc(C)c1COC(=O)CCc1ccc(S(=O)(=O)N2CCCCC2)cc1
#32 COc1cccc(C(=O)NCC2OCCc3ccccc32)c1 (stereo not drawn)
entry no.	25	26	27	28	29	30	31	32
IkB sig inh	0.4%	·	-0.4%	-0.1%	21.1%[11.4 µM]	-1.5%[11.4 µM]	1.2%	3.3%
p53ts 32C tox	-9.0%	3.1%[9.22 µM]	-4.9%	7.5%	?	-6.0%	-3.3%	-24.8%
Imprint erasure	-2.1%	·	2.6%	-4.5%	-41.1%[inhibitor]	·	-7.5%	-11.4%[10.9 µM]
p53ts 39C kill	-10.5%	-2.9%[9.22 µM]	-7.6%	-3.6%	?	2.3%	7.7%	-24.6%

#33 CCN1CCN(CCCNC(=O)c2ccc3nc(Cc4ccccc4)oc3c2)CC1
#34 Cc1cc(C)cc(N2CC(c3nc(-c4ccccc4C)no3)CC2=O)c1 (stereo not drawn)
#35 C=C1C(=O)O[C@@H]2[C@@H]1CC/C(C)=C\CC[C@@]1(C)O[C@H]21
#36 Cc1cccc(Cn2cnc3c(nnn3Cc3ccc(Cl)cc3)c2=O)c1
#37 O=C(CCCn1c(=O)c2sccc2n(Cc2c(F)cccc2Cl)c1=O)NCc1ccccc1
#38 CCOC(=O)CCP(=O)(O)C(O)c1ccc(OC)cc1 (stereo not drawn)
#39 Cc1ccc(CSC2=Nc3ccccc3C3=NC(CCC(=O)NCCc4ccccc4)C(=O)N23)cc1 (stereo not drawn)
#40 Cc1cc(N2CCC(C(=O)NCC3CC3)CC2)nc(-c2ccccc2)n1
entry no.	33	34	35	36	37	38	39	40
IkB sig inh	-0.1%	?	?	0.4%	5.6%	-0.2%	?	0.8%
p53ts 32C tox	-11.8%	-6.9%	6.31µM*!	2.0%	-0.2%	-3.6%	14.2%	-0.1%
Imprint erasure	13.5%[10.9 µM]	9.6%[10.9 µM]	-37.5%[inhibitor][16.8 µM]	-10.8%	26.8%[10.9 µM]	7.6%	14.8%[10.9 µM]	-9.1%
p53ts 39C kill	-7.8%	-20.8%	6.31µM*!	2.1%	-7.9%	-2.6%	5.6%	-0.1%

Reprinted from the part before: 4 entries; new compounds follow.
#37 O=C(CCCn1c(=O)c2sccc2n(Cc2c(F)cccc2Cl)c1=O)NCc1ccccc1
#38 CCOC(=O)CCP(=O)(O)C(O)c1ccc(OC)cc1 (stereo not drawn)
#39 Cc1ccc(CSC2=Nc3ccccc3C3=NC(CCC(=O)NCCc4ccccc4)C(=O)N23)cc1 (stereo not drawn)
#40 Cc1cc(N2CCC(C(=O)NCC3CC3)CC2)nc(-c2ccccc2)n1
#41 CC(C)[C@H](NC(=O)C1(c2ccccc2)CCN(C(=O)OC(C)(C)C)CC1)C(=O)O
#42 COc1ccc(N2CCN(C(=O)CSc3nc4ccccc4nc3Cc3ccc(Cl)cc3)CC2)cc1
#43 Fc1ccc(C2CC(c3ccc(F)cc3)n3ncnc3N2)cc1 (stereo not drawn)
#44 c1ccc(-c2ccc(CN3CCN(c4ncccn4)CC3)cc2)cc1
#45 Cc1cccc(CNc2ccnc(-c3ccccc3C(F)(F)F)n2)c1
#46 O=C(Nc1ccc(F)cc1F)c1cc2ncc(Br)cn2n1
#47 O=C(NCCN1C(=O)C2C3C=CC(C3)C2C1=O)Nc1ccccc1 (stereo not drawn)
#48 Cc1nn(Cc2ccc(F)cc2)c(C)c1NC(=O)c1cc(CC(C)C)on1
entry no.	37	38	39	40	41	42	43	44	45	46	47	48
IkB sig inh	5.6%	-0.2%	?	0.8%	0.5%	?	1.6%	·	4.9%[11.4 µM]	5.9%	1.9%	8.6%
p53ts 32C tox	-0.2%	-3.6%	14.2%	-0.1%	4.7%	-11.3%	-0.4%	-9.0%	-17.5%	-1.1%	-15.7%	5.4%
Imprint erasure	26.8%[10.9 µM]	7.6%	14.8%[10.9 µM]	-9.1%	-9.6%	19.7%[10.9 µM]	-12.3%	·	-13.8%	4.4%	-5.5%	-9.5%[10.9 µM]
p53ts 39C kill	-7.9%	-2.6%	5.6%	-0.1%	2.5%	17.0%	-15.0%	-11.1%	-20.2%	10.8%	-7.4%	-5.9%

In the list so far, three have a furan ring, fused or not.
#1 Cc1ccc2c(C)c(C(=O)Nc3c(C)n(C)n(-c4ccccc4)c3=O)oc2c1
#9 CCc1nnc2n1N=C(c1ccc(-c3cc(Cl)ccc3Cl)o1)CS2
#14 CN(Cc1cccs1)CC(O)COCc1ccco1 (stereo not drawn)
entry no.	1	9	14
IkB sig inh	3.2%	?	0.7%
p53ts 32C tox	-6.3%	1.1%	1.7%
Imprint erasure	6.3%	-1.4%	-13.2%
p53ts 39C kill	-8.5%	-15.6%	-7.8%

The listing continues.
#49 O=C(CCc1ccccc1)Nc1nc2nc(-c3ccccc3)cc(=O)n2[nH]1
#50 COc1ccccc1N1CCN(C(=O)c2sc3nc(-c4ccccc4)cn3c2C)CC1
#51 COCc1cc(C)nc2sc(C(=O)Nc3nccs3)c(N)c12
#52 Clc1cccc(-n2cc(-c3ccccc3)c3c(NC4CCCC4)ncnc32)c1
#53 CC(C)C1N=C2c3ccccc3N=C(SCC#N)N2C1=O (stereo not drawn)
#54 O=C1c2ccccc2NC(c2ccc(Cl)cc2Cl)N1O (stereo not drawn)
#55 Cc1ccc(NC(=O)N2CC3CCCN3c3ccccc32)cc1C (stereo not drawn)
#56 CCOc1cc(CNC(=O)c2ccc3c(c2)nc2n3CCCCC2)ccc1OC
entry no.	49	50	51	52	53	54	55	56
IkB sig inh	0.4%	?	-1.6%	?	-1.3%	?	?	1.1%
p53ts 32C tox	-1.8%	10.8%	-6.5%	-5.8%	7.2%	0.4%	?	1.4%
Imprint erasure	-2.8%	4.3%	-8.6%	-14.0%[10.9 µM]	-2.1%	-19.4%	-8.9%[10.9 µM]	-7.1%[10.9 µM]
p53ts 39C kill	4.6%	-8.1%	-13.7%	-19.8%	-11.7%	-9.8%	-11.1%	-3.1%

#57 CC1(C)CC[C@]2(C(=O)O)CC[C@]3(C)C(=CCC4[C@@]5(C)CC[C@H](O)C(C)(C)[C@@H]5CC[C@]43C)C2C1 (stereo partly drawn)
#58 COCCCn1c(-c2ccccc2)nc2ccccc2c1=O
#59 C[C@H](CO)NC(=O)[C@H](C)[C@H]1C[C@]1(C)[C@H](NC(=O)OCc1ccccc1)c1ccccc1
#60 CC(C)NC(=O)N1CC[C@@]2(CCCN(C(=O)Oc3ccccc3)C2)C1
#61 COc1ccccc1NC(=O)c1cnc(SCC(=O)N2CCOCC2)n(C)c1=O
#62 CCOC(=O)Cc1nnc(NC(=O)CSc2nncn2C)s1
#63 C=C(C)CSc1nc(C)c(Cc2ccccc2)c(=O)[nH]1
#64 Cc1ccc(-n2c(-c3ccncc3)nnc2-c2cccs2)cc1
#65 Cc1cccc(CN2C(=O)c3ccccc3Sc3ccc(C(=O)NCc4cccs4)cc32)c1
entry no.	57	58	59	60	61	62	63	64	65
IkB sig inh	·	-1.8%	·	1.1%[11.4 µM]	?	1.9%	-2.5%	0.7%	?
p53ts 32C tox	-1.7%	-3.8%	-5.7%	3.7%	-2.4%	0.1%	-1.4%	3.5%	11.2%
Imprint erasure	9.8%	-8.8%	-6.8%	·	-11.0%[10.9 µM]	-2.6%	2.0%	-5.9%	21.4%[10.9 µM]
p53ts 39C kill	-7.0%	-11.8%	-9.4%	-1.5%	3.4%	6.7%	17.7%	-3.8%	?
